RGS4 inhibitor = blocks human RGS4-accelerated GTP hydrolysis | P49798 | Transcreener GDP fluorescence polarization, RGS4-accelerated GTP hydrolysis | Potency, µM (series often up to 114 µM), inactives show at the highest dose activity change, negative = inhibition, actives largely listed as inhibitors | 390,000 tested, 0.039% active | AID 504845; further: potency means the concentration at half of the fitted maximal effect; on the % scale 0 is the no-effect control and ±100 the full control effect; nearly all actives have a fitted effect of over 75% in size; some results filed as inactive show a strong effect at the top dose
Target sequence (P49798 whole entry, looked up): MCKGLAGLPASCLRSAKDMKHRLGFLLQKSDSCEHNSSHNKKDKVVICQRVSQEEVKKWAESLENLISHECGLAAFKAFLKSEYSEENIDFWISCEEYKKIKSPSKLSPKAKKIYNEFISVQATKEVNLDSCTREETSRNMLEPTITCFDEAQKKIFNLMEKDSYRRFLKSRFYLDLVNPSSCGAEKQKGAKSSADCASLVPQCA
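MLSMR compounds (23 nl, pin-transferred) preincubated 10 min at room temperature with a 500nM (2x) first reagent, then RGS4 at 900nM (2x) plus Transcreener GDP mix added; fluorescence polarization (620/688 nm) read before and after 90 min at 30 °C.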
POLB inh = DNA polymerase beta (human) inhibition; AID 485314; P06746; Potency, µM (series often up to 114 µM), without a hit: top-dose activity change, negative = inhibition, usual class: inhibitors; Pol beta primer extension/strand displacement, fluorescence kinetic; 340,000 tested, 1.3% active; further: potency means the concentration at half of the fitted maximal effect; on the % scale 0 is the no-effect control and ±100 the full control effect
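10 nM enzyme + cpd, 15 min RT; start with substrate 50 nM final; read 0 min and after 10 min RT. Corrected, normalized data; 4-parameter Hill curve fit.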
Pol eta inh = DNA polymerase eta (human) inhibition | 390,000 tested, 1.2% active | Q9Y253 | Potency, µM (doses to about 114 µM), inactives show top-dose activity change, negative = inhibition, usual class: inhibitors | AID 588591 | recombinant Pol eta, fluorescent DNA replication assay; further: potency means the concentration at half of the fitted maximal effect; on the % scale 0 is the no-effect control and ±100 the full control effect
Target sequence (Q9Y253 whole entry, looked up): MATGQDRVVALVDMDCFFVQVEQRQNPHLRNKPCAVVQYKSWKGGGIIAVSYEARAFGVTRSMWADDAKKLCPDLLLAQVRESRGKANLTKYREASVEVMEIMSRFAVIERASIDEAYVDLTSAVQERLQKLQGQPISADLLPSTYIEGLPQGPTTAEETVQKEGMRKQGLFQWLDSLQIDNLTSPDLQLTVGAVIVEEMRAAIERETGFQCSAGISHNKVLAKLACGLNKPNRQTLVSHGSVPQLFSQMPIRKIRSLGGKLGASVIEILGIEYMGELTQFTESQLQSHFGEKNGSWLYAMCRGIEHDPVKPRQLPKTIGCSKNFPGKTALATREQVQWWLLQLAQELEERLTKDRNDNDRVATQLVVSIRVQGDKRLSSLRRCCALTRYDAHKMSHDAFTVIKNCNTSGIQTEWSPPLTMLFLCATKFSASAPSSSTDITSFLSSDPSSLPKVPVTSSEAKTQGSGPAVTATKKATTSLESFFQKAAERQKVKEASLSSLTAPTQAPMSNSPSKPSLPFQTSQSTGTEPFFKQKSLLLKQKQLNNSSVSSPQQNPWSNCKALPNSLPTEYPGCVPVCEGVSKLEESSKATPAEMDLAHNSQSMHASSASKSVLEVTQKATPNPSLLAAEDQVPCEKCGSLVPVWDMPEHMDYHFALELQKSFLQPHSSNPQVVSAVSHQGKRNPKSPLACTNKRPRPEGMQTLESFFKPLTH
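Fluorescent replication assay: 50 nM final substrate added after a 15 min room-temperature compound preincubation with 10 nM enzyme. Signal taken at 0 min and again at 10 min.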
Anesthetic bind = candidate novel general anesthetic via apoferritin binding. Potency, µM (top dose mostly 77.5 µM), for inactives: top-dose activity change, negative = displacement, most hits filed as inhibitors. 350,000 tested, 0.074% active. apoferritin/1-aminoanthracene competitive binding, fluorescence. AID 485281; further: potency means the concentration at half of the fitted maximal effect; on the % scale 0 is the no-effect control and ±100 the full control effect; nearly all actives have a fitted effect of over 20% in size
Target sequence (P02791 2-175 limits assumed): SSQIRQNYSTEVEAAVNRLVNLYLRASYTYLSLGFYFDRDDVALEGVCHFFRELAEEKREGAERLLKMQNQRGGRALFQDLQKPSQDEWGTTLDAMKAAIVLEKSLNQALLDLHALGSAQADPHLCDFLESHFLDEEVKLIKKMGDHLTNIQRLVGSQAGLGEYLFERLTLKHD
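Horse-spleen apoferritin (10 uM) in 50% saturated 1-aminoanthracene in PBS was incubated 10 min at room temperature with compound. Fluorescence (ex 380, em 535 nm) was normalized to free and bound 1-AMA, with concentration-response fitted by a four-parameter Hill equation.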
ALOX12 inh = inhibitors of human 12S-lipoxygenase ALOX12; P18054; purified 12hLO, xylenol orange hydroperoxide absorbance; Potency, µM (titrated, usually from 108 µM), without a hit: at the top dose activity change, negative = inhibition, most hits filed as inhibitors; 580,000 tested, 1.1% active; AID 1671190; further: potency means the concentration at half of the fitted maximal effect; on the % scale 0 is the no-effect control and ±100 the full control effect
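Hydroperoxide product was detected by ferrous iron/xylenol orange as the 573 to 405 nm absorbance ratio. Arachidonic acid at 40 uM (final) was turned over for 30 min at room temperature by 150 nM human 12hLO, pH 7.0 Hepes buffer, after 15 min compound preincubation.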
APE1 inh = inhibitors of human APE1 endonuclease; P27695; recombinant APE1, TAMRA/BHQ-2 abasic DNA cleavage fluorescence; Potency, µM (highest dose often 65.8 µM), for the others: top-dose activity change, negative = inhibition, actives largely listed as inhibitors; 350,000 tested, 0.35% active; AID 2517;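 further: potency means the concentration at half of the fitted maximal effect; plate controls were vehicle for no effect and reference inhibitor for full effect; nearly all actives have a fitted effect of over 55% in size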
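Quantitative HTS: incision of a TAMRA/BHQ-2 double-stranded substrate bearing a tetrahydrofuran abasic site by 0.75 nM APE1 raises fluorescence. Substrate 50 nM final, added after 15 min compound preincubation at room temperature; progress as third-minus-first kinetic read difference.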
LDHA inh = inhibitors of human lactate dehydrogenase A. P00338. purified LDHA, NADH/diaphorase-resazurin fluorescence; active compounds read low. activity change, % (values are at about 110 or 230 µM). 480,000 tested, 0.15% active; in the data active means activity change below about -30%; inconclusive means mostly about -25% to -30%;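 further: plate controls were DMSO wells for no effect and wells without enzyme for full effect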
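Remaining NADH was detected by diaphorase (0.133 mg/mL) converting 37 µM resazurin to fluorescent resorufin, read at 0 and 20 minutes. The preceding 5-minute room-temperature reaction used 2 nM LDHA, 0.2 mM sodium pyruvate and 0.06 mM NADH at pH 7.4.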
ERG-DNA inh = blocks human ERG Ets domain binding to DNA; fluorescence polarization, His-ERG Ets domain / labelled DNA; Potency, µM (highest dose often 76.9 µM), inactives show top-dose FP activity, negative = inhibition, usual class: inhibitors; 370,000 tested, 0.028% active; AID 624246; active means well fitted inhibition curve with a large enough effect in the polarisation, with a control signal flat; inconclusive means small, poorly fitted or top-dose-only effect, or effect the other way, or a change in a side signal; inactive means no such curve, though single readings can be large or run the other way; the % refers to the polarisation;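 further: polarization taken with two DNA probes labelled with fluorescein and Texas red; potency means the concentration at half of the fitted maximal effect; % of control where 0% means no effect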
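His-tagged ERG Ets domain (1 uM in the protein solution; 300mM KCl, 50mM Tris-HCl, 1mM EDTA, 1mM DTT, pH 7.5) received compound, then a probe mix of 5 nM fluorescein-DNA and 100nM Texas-615-DNA. Fluorescence polarization was read for both dyes.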
POLK inh = blocks human DNA polymerase kappa activity; Potency, µM (highest dose often 107 µM), without a hit: at the top dose activity, negative = inhibition, hits mostly inhibitors; Q9UBT6; purified Pol kappa, fluorescent DNA synthesis assay, 10 min; 400,000 tested, 0.53% active; AID 588579; further: potency means the concentration at half of the fitted maximal effect; on the % scale 0 is the no-effect control and ±100 the full control effect
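Enzyme at 10 nM met test compounds for 15 min at room temperature. Substrate addition (50 nM final) began the reaction, which was monitored by fluorescence at 0 and 10 min.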
* hit, by the source's call; i = inactive; u = inconclusive; x = no result given; & = joins results of further samples; [ ] = another dose, or the depositor's remark. Unless noted, the call rests on the fitted dose curve; in most records, active means well fitted curve in the direction sought with a large enough effect; inconclusive means small, poorly fitted or top-dose-only effect, or another doubt; inactive means no such curve, though single readings can be large; an effect the other way counts as inactive or inconclusive.

Values run as follows: RGS4 inhibitor	POLB inh	Pol eta inh	Anesthetic bind	ALOX12 inh	APE1 inh	LDHA inh	ERG-DNA inh	POLK inh
Cc1cc(C)n2nc(SCC(=O)Nc3cccc(C(F)(F)F)c3)nc2n1
→ 11.5%	29.5%	4.1%	3.9%	-0.4%	x	-2.3	-21.0%	6.5%
CC1CCCCC1NC(=O)COC(=O)c1ccc(N(C)C)cc1 (centres undefined)
→ 23.1%	10.6%	-1.1%	u	-12.2%	-0.2%	1.2	-0.8%	-6.3%
COc1cc(OC)c(C(=O)Nc2ccncc2)cc1OC
→ 32.3%	15.6%	-3.0%	4.1%	4.2%	-0.3%	-7.3	-6.2%	-7.2%
Cc1cc(N2CCCC2)nc2ccc(NC(=S)NCCCN3CCC(C)CC3)cc12
→ 2.0%	2.2%	-3.1%	0.2%	-17.4%	-6.6%	-0.8	-0.3%	-29.7%
CN(CC(=O)Nc1cccc(F)c1)C(=O)COc1cccc2c1OC(C)(C)C2
→ -21.1%	29.8%	-21.5%	-16.6%	0.1%	12.7%	0.1	0.4%	-2.3%
COc1ccc(CNC(=O)[C@@H](NC(=O)C2CCN(S(=O)(=O)c3ccccc3)CC2)C(C)C)cc1
→ -15.2%	-17.8%	-23.4%	-5.7%	-9.3%	53.6%[activator]	-0.3	-0.7%	0.3%
CN(C)c1cccc(F)c1C(=O)NC(=O)Nc1ccc(Cl)cc1
→ -5.4%	x	-7.6%	x	u	x	-4.2	-2.5%	-12.3%
C[C@@H]1[C@@H](Sc2ccccc2)CC(=O)O[C@@H]1c1ccc(-c2ccccc2)cc1
→ -12.0%&-19.2%	x	-3.4%	60.6%[activator]	-8.7%	-2.9%	4.1	-4.3%	9.1%&-5.9%
COc1cccc(-c2n[nH]c3c2CCC3)c1
→ 2.0%	0.3%	-1.7%	u	1.0%	0.0%	-1.5	8.8%	-4.1%
CC1CN(C(=S)Nc2cccc(Cl)c2)CC(C)O1 (centres undefined)
→ -14.8%	-20.1%	3.0%	-21.6%	3.6%	9.9%	-3.8	-5.1%	-0.6%
CC(=O)c1ccc(S(=O)(=O)Nc2ccc(-c3ccc4nncn4n3)cc2)cc1
→ 1.9%	x	20µM*	x	u	4.8%	-5.2	-8.1%	u
Cc1cc(C)nc(NC(=NCCc2c[nH]c3ccccc23)NC(=O)Nc2ccc(Cl)cc2)n1
→ 18.8%	-0.4%	-7.3%	-4.0%	-4.1%	-5.2%	-8.3	-5.6%	-11.5%
Cc1cc(C)cc(OCC(=O)Nc2ccc(-n3cnnn3)cc2)c1
→ -29.9%	x	-11.9%	x	u	8.0%	1.8	19.3%	2.2%
COc1ccc(NS(=O)(=O)c2cc([N+](=O)[O-])ccc2NN=Cc2ccccc2OCC(=O)O)cc1
→ -43.6%	x	u	x	u	-1.7%	-20.5	17.5%	-35.0%
CCCCN(C)S(=O)(=O)c1cc(-c2cc(C)no2)ccc1C
→ 2.8%	17.8%	-7.9%	0.3%	-25.6%	x	-2.6	-5.7%	7.0%
CCN1C(=O)c2cccc3c(S(=O)(=O)Nc4ccccc4O)ccc1c23
→ 5.5%	-19.0%	-22.6%	-15.5%	2.3%	16.6%	18.4	-7.4%	-8.8%
COc1ccccc1NC(=O)C1=C(C)Nc2c(C(=O)Nc3cccc(C)c3)cnn2C1c1ccccc1Cl (centres undefined)
→ -45.4%	6.3%	-6.5%	45.4%[activator]	-20.3%	x	-8.4	5.0%	-3.9%
CC(=O)Nc1ccc(SCC(=O)c2cc(C)n(-c3ccccc3F)c2C)cc1
→ -32.2%	10.5%	-15.2%	-5.1%	-14.0%	-1.5%	-5.2	20.9%	-13.4%
CC(C)(C)OC(=O)N1CCC(c2c(C(=O)NCCN3CCC(Cc4ccccc4)CC3)cnn2-c2ccc(F)cc2)CC1
→ -34.3%	4.5%	-19.5%	-23.2%	10.7%	x	1.8	0.3%	-7.9%
COc1cc2c(cc1OC)[C@@H](NC(=O)COc1ccccc1)[C@H](OCc1ccccc1)C2
→ 3.9%	x	-21.5%	x	0.1%	28.2%	-3.9	5.1%	3.7%
CCCCCn1c(=O)[nH]c2cc(C(=O)NC(C)CC)ccc2c1=O (centres undefined)
→ 23.5%	26.4%	-10.3%	-3.0%	-0.2%	x	-4.1	-4.3%	6.0%
Cc1ccc2c(c1)N(CC(=O)NCc1cccnc1)C(=O)CO2
→ 29.4%	29.8%	1.1%	7.6%	0.0%	15.2%	0.1	3.6%	-4.0%
C[C@H](NC(=O)CCCOc1ccc(Cl)cc1Cl)c1nnc2ccccn12
→ 16.5%	0.2%	-21.5%	-3.3%	5.9%	8.6%	-2.9	6.0%	1.9%
CCn1c(SCC(=O)NC2=NCCS2)nnc1C(C)NC(=O)c1ccccc1Br (centres undefined)
→ 4.7%	-4.1%	-7.4%	-1.4%	u	39.5%	-7.8	-1.7%	-4.3%
O=C(O)c1ccccc1C(=O)NCc1c(Cl)cccc1Sc1ccc(Cl)cc1
→ 4.5%	31.0%	-5.4%	-3.6%	18.0%	0.2%	-12.5	-13.4%	0.0%
CC(C)c1nnc(NC(=O)CCC(=O)NC2CCCc3ccccc32)s1 (centres undefined)
→ -31.9%	27.7%	-7.8%	-1.4%	11.3%	-1.1%	4.5	-1.4%	-8.7%
O=[N+]([O-])c1c(N2CCN(CCO)CC2)nc2ccccn12
→ -4.8%	31.9%[activator]	-22.9%	-11.2%	-14.1%	13.1%	2.7	2.4%	-1.2%
CC(C)(C)C(Cn1ccnc1)NC(=O)c1ccc2nc(C3CC3)oc2c1 (centres undefined)
→ -51.4%	0.6%	-19.8%	-6.2%	i	-10.0%	-0.4	15.2%	-1.1%
Cc1cc(NC(=O)CSc2nccn2-c2cccc(F)c2)no1
→ 14.5%	x	-11.2%	x	-9.9%&-26.0%	11.9%	-3.6&1.1	3.7%	-11.3%
COc1ccc(C(O)c2nccn2Cc2ccccc2)cc1OC (centres undefined)
→ 10.7%	-1.8%	-13.2%	-10.0%	5.3%	13.1%	-1.1	x	-2.9%
CCCCNC(=O)Cn1c(-c2ccc(OC)cc2)noc1=O
→ 31.7%	6.9%	-7.5%	-4.4%	11.6%	-9.8%	-0.1	2.4%	-10.7%
COc1ccccc1NC(=O)c1cccc(S(=O)(=O)N2CCCCCC2)c1
→ -12.0%	-12.2%	-21.8%	-19.0%	-19.3%	x	-6.7	-4.3%	-3.0%
CCC(=O)Nc1c2c(nn1-c1cccc(Cl)c1)CS(=O)(=O)C2
→ 2.8%	0.1%	-18.0%	2.0%	-2.5%	-0.2%	-6.8	0.2%	-3.4%
CC(=O)C1=C(NC(=O)c2ccc(C(F)(F)F)cc2)C[C@@H]2[C@H]1C2(C)C
→ 2.4%	-1.1%	-7.2%	-8.5%	-7.7%	2.9%	2.9	6.7%	4.4%
CCOC(=O)C(=O)c1c(C)cc2ccccn12
→ -4.3%[11.4 µM]	-5.5%	-7.9%	-23.3%	-15.2%	3.6%	-1.0	-2.5%	-6.2%
O=C(NNC(=O)C1CC=CCC1C(=O)O)c1ccc(Cl)cc1 (centres undefined)
→ 3.5%	30.8%	-12.0%	-5.2%	10.6%	u	-6.7	-3.6%	2.2%
O=C(COc1ccc([N+](=O)[O-])cc1)NCc1ccccc1
→ 8.0%	39.3%	-4.3%	-6.6%	0.0%	-1.5%	-8.0	-5.7%	-10.3%
Cn1nc(C(F)(F)F)cc1Oc1ncc(C(F)(F)F)cc1Cl
→ 0.9%	33.2%	-8.7%	-5.8%	-13.2%	-1.4%	-0.1	4.3%	-1.5%
CCc1ccc(C(=O)COC(=O)c2nn(C)c(=O)c3ccccc23)cc1
→ 6.1%	-1.7%	-4.2%	u	-9.1%&-0.9%	5.3%	12.4&-3.4	-4.0%	-7.4%
CNc1ncnc2c1cnn2-c1ccc(C)c(C)c1
→ 4.6%	-0.4%	-21.4%	4.8%	-21.9%	x	-2.8	-2.9%	2.2%[60.1 µM]
CCOC(=O)c1c(Cl)c(C)nn1-c1nc(OC)cc(OC)n1
→ 29.6%	u	-0.4%	3.0%	-15.1%	-0.7%	-12.8	x	-2.7%
Cc1nc2ccc(C(=O)N3CCN(Cc4ccccc4)CC3)cc2[nH]1
→ -7.7%	2.2%	-19.3%	-10.4%	-13.1%	23.9%	-6.7	-1.8%	1.8%
O=C(NCCC1=CCCCC1)c1cc2c(s1)CS(=O)(=O)C2
→ -13.7%	5.9%	-18.8%	0.0%	-9.4%	-2.8%	5.4	x	-0.7%[60.1 µM]
CC(C)c1ccc(N2C(=O)CC(Sc3ncccn3)C2=O)cc1 (centres undefined)
→ -23.7%	7.5%	-12.2%	-10.8%	u	26.8%	-1.0	11.6%	9.6%
Cc1ccc(C)c(CS(=O)(=O)c2cn(CC(=O)N(C(C)C)C(C)C)c3ccccc23)c1
→ -8.6%	4.2%	-20.2%	-6.3%	-27.8%	x	-1.4	0.6%	-10.8%
O=C(COc1ccccc1Br)N1CCN(C(=O)c2cccs2)CC1
→ -8.6%	x	-5.8%	x	10.6%	-0.4%	-15.5	x	-5.3%
CCN1CCN(C(=O)c2cc(S(=O)(=O)N3CC(C)CC(C)C3)ccc2Cl)CC1 (centres undefined)
→ -11.6%	x	-24.6%	x	-0.6%	12.9%	-6.3	-0.6%	-3.9%

Source: PubChem

The list is partial; rates above refer to the full screens.
